Tb PYK inh = blocks Trypanosoma brucei pyruvate kinase; Q57TT1; TbPYK enzyme, Kinase-Glo Plus ATP luminescence, 45 min; Potency, µM (series often up to 76.8 µM), without a hit: at the highest dose activity, negative = inhibition, usual class: inhibitors; hit rate 0.12% among 410,000; note: potency is the fitted concentration of half-maximal effect; % is set by controls: 0 for no effect and ±100 for the full control effect; nearly all actives have a fitted effect of over 50% in size
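Glycolytic pyruvate kinase of T. brucei was incubated with substrate, test compound and 130 uM ADP for 45 minutes at room temperature. Luminescent Kinase-Glo Plus signal was measured after 10 minutes.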
Shiga inhibitor = Shiga toxin inhibition | Vero cells, Shiga toxin protein synthesis inhibition reporter | hit rate 9.2% among 290,000 | AID 2315 | inhibition, % at 38.7 µM; in the data active = inhibition mostly above about 28%, no sharp cut-off; inactive = mostly below about 43%; note: 0% is about no effect
Pf growth 48h = inhibits P. falciparum growth in the first generation, 48 h; Potency, µM (series often up to 28.7 µM), inactives show at the highest dose activity change, negative = inhibition, actives largely listed as inhibitors; hit rate 5.9% among 310,000; P. falciparum luciferase growth in erythrocytes, 48 h; note: potency is the fitted concentration of half-maximal effect; % is set by controls: 0 for no effect and ±100 for the full control effect
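Compounds are pin-transferred into medium, infected erythrocytes (2% hematocrit, 0.1% parasitemia final) are added, and plates sit one parasite generation at 37 C in 5% CO2. Detection reagent is then added and luminescence measured.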
LmPK inhibitor = LmPK (Leishmania mexicana) enzyme inhibition | Q27686 | purified LmPK, Kinase-Glo ATP luminescence, 1 h | Potency, µM (titrated, usually from 57.5 µM), for the others: top-dose activity change, negative = inhibition, actives largely listed as inhibitors | hit rate 0.37% among 290,000 | AID 1721; note: potency is the fitted concentration of half-maximal effect; % is set by controls: 0 for no effect and ±100 for the full control effect
Target sequence (Q27686 whole entry, looked up): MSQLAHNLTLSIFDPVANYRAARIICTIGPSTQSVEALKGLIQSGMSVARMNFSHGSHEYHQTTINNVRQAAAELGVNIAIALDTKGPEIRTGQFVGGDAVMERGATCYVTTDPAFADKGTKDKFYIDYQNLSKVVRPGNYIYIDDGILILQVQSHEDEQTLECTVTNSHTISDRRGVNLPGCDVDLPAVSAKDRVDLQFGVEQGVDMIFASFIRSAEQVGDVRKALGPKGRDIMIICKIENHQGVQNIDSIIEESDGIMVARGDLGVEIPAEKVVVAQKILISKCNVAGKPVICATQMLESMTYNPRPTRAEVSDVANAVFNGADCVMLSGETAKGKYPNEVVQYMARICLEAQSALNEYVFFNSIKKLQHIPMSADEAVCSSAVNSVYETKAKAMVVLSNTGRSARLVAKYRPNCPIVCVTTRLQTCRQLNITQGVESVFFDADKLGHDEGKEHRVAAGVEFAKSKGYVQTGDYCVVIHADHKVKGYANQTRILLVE
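0.1 nM LmPK, 0.5 mM PEP, 0.1 mM ADP; 50 mM imidazole pH 7.2, 7 mM MgCl2, 50 mM KCl; 1 h RT. Kinase-Glo luminescence readout, normalized to no-enzyme (full inhibition) and uninhibited wells.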
AMA1 RON2 block = AMA1-RON2 (P. falciparum) interaction inhibition; AlphaScreen AMA1-biotinylated RON2 peptide binding; Potency, µM (top dose mostly 58.2 µM), inactives show top-dose activity change, negative = inhibition, actives largely listed as inhibitors; hit rate 0.2% among 360,000;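 note: potency is the fitted concentration of half-maximal effect; 0% = vehicle wells and -100% = peptide control; nearly all actives have a fitted effect of over 45% in size; some results filed as inactive show a strong effect at the top dose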
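AMA1 (3D7) with his tag at 25 nM final met compounds first, then biotinylated RON2 peptide at 25 nM; detection used donor plus acceptor beads, 10 µg/mL apiece, read by AlphaScreen after 30 min at room temperature.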
Pf growth 96h = P. falciparum growth inhibition at 96 hours; P. falciparum luciferase reporter growth, 96 h; Potency, µM (top dose mostly 28.7 µM), for inactives: top-dose activity change, negative = inhibition, usual class: inhibitors; AID 504834; hit rate 6.9% among 320,000; note: potency is the fitted concentration of half-maximal effect; % is set by controls: 0 for no effect and ±100 for the full control effect
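Plates of compound plus infected erythrocytes (2% hematocrit, 0.05% parasitemia final) incubate 96 hours, 37 C, 5% CO2. Detection reagent added; reduced luminescence from the parasites' luciferase reporter flags inhibition.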
CHX counter = counter-screen for Shiga toxin inhibitors: cycloheximide protein synthesis inhibition | cell reporter, cycloheximide protein synthesis inhibition counterscreen | max response, % | hit rate 12% among 300,000 | AID 2314; in the data active = max response mostly above about 13%, no sharp cut-off; inactive = mostly below about 14%; note: read at 38.3 µM for the half of the compounds with a filed dose; 0% is about no effect
* hit, by the source's call; i = inactive; ? = inconclusive; · = no result given; [ ] = remark or other dose. Unless noted, calls come from the whole dose curve; as a rule, active = well fitted curve in the direction sought with a large enough effect; inconclusive = small, poorly fitted or top-dose-only effect, or another doubt; inactive = no such curve, though single readings can be large; an effect the other way counts as inactive or inconclusive.

SMILES	Tb PYK inh	Shiga inhibitor	Pf growth 48h	LmPK inhibitor	AMA1 RON2 block	Pf growth 96h	CHX counter
CCCCCN(C(=O)NC(=O)Nc1ccc(C)cc1C)S(C)(=O)=O	0%	24	-2%	10%	3%	11%	-5
CS(=O)(=O)c1ccc(Cl)c(NC(=O)c2cccc(Br)c2)c1	0%	-5	-8%	-2%	5%	-13%	7
Nc1nnnn1CC(=O)N/N=C/c1ccc(-c2cccc(Cl)c2)o1	2%	14	43%[activator]	-3%	3%	3%	13
Cc1ccc2c(c1)C1CN(C)CCC1N2C(=O)COc1ccc(N(C)C(=O)c2ccccc2)cc1 (centres undefined)	0%	39	?	-24%	0%	?	-2
CCn1c(SCC(=O)N2CCCC2)nnc1-c1ccco1	7%	-11	8%	-4%	-1%	11%	-2
COC(=O)Cc1ccc(NC(=O)c2ccc(C(C)(C)C)cc2)cc1	-3%	-6	·	0%	22%	?	1
O=C(O)c1ccccc1NCCO	2%	-2	16%	1%[11.5 µM]	6%	54%[activator]	-1
Cc1ccc(S(=O)(=O)N2CCCCC2)cc1NC(=O)CCNC(=O)c1ccc([N+](=O)[O-])cc1	-2%	·	-4%	·	-2%	?	·
O=S(=O)(c1ccc(Nc2ccc(-c3ccc4c(c3)OCCO4)nn2)cc1)N1CCCC1	3%	35	·	2%	-1%	?	54*
C=CCSc1nnc(NC(=O)CCNC(=O)c2ccco2)s1	4%	23	9%	1%	5%	5%	0
CCOc1ccc(N2C(=O)/C(=C/c3ccccc3)N=C2SC)cc1	-2%	41	155%[activator]	2%	8%	40%[activator]	14
CCOC(=O)Cc1nc2ccccc2[nH]1	4%	17	6%	-2%	19%	12µM*	-1
COC(=O)c1ccc(CN2CCN(CCCc3ccccc3)C(CCO)C2)cc1 (centres undefined)	1%	-5	-11%	2%	17%	?	-3
O=C(NC1CCCC1)c1cnn2c(C(F)(F)F)cc(-c3ccc4c(c3)OCO4)nc12	0%	25	-20%	2%	0%	50%[activator]	-2
Cc1ccc2[nH]c(=O)c(C(c3nnnn3C(C)(C)C)N(Cc3ccco3)CC3CCCO3)cc2c1 (centres undefined)	0%	32	6.6µM*	4%	8%	?	7
CN(C)c1nc2n(c(=O)n1)C(C#N)CS2 (centres undefined)	-6%	-8	2%	-6%	5%	-16%	0
COc1cc(C(=O)N2CCN=C2c2ccccc2)cc(OC)c1OC	6%	10	8%	7%	3%	?	17
CC(Sc1nnc(-c2ccc(C(C)(C)C)cc2)n1C)C(N)=O (centres undefined)	3%	49	12%	-3%	0%	·	12
O=C(Nc1cccc(Cl)c1)N1CCOCC1	1%	4	22%	-2%	30%	38%[activator]	4
CC(C)(C)NS(=O)(=O)c1ccc(CCC(=O)NCc2ccccn2)cc1	3%	-2	-24%	4%	6%	48%[activator]	0

At a glance, part of the list above:
SMILES	Tb PYK inh	Shiga inhibitor	Pf growth 48h	LmPK inhibitor	AMA1 RON2 block	Pf growth 96h	CHX counter
CCCCCN(C(=O)NC(=O)Nc1ccc(C)cc1C)S(C)(=O)=O	0%	24	-2%	10%	3%	11%	-5
CS(=O)(=O)c1ccc(Cl)c(NC(=O)c2cccc(Br)c2)c1	0%	-5	-8%	-2%	5%	-13%	7

(more compounds)
SMILES	Tb PYK inh	Shiga inhibitor	Pf growth 48h	LmPK inhibitor	AMA1 RON2 block	Pf growth 96h	CHX counter
Cc1ccc(Sc2cc(C(=O)NCCN(C)C)c3ccccc3n2)cc1	4%	-11	?	1%	1%	27%	-4
CCCOc1ccc(C(CC(=O)O)NC(=O)C(c2ccccc2)c2ccccc2)cc1 (centres undefined)	8%	·	-23%	·	0%	-26%	·
Cc1cccc(CSc2nnc(CCNC(=O)OC(C)(C)C)o2)c1	-9%	12	-18%	0%	5%	7%	-2
O=C(COC(=O)c1cnccn1)Nc1ncc(Cl)cc1Cl	0%	·	34%[activator]	·	16%	31%[activator]	·
O=C(NCc1ccc2c(c1)OCO2)c1cccc(S(=O)(=O)N2CCOCC2)c1	9%	-5	-1%	-1%	-9%	·	-2
CC1(C)C([N+](=O)[O-])C(c2ccc(F)cc2)NC(c2ccc(F)cc2)C1[N+](=O)[O-] (centres undefined)	-9%	19	?	-2%	?	?	6
CCOC(=O)c1c[nH]c2c(C(=O)c3ccccc3)cc(Cl)cc2c1=O	1%	-4	-6%	2%	13%	-8%	-2
COc1ccccc1NC(=O)C(=O)N/N=C/c1cccs1	-8%	99*	90%[activator]	-23%	0%[11.6 µM]	-1%	38*
CC(C)CCNC(=O)CSc1nnc(-c2ccc(S(=O)(=O)N3CCCC3)cc2)n1C	9%	-17	·	1%	6%	?	1
COC(=O)c1ccc(N2CCN(C)CC2)c(NC(=O)COc2ccc(OC)cc2)c1	-5%	-10	?	1%	45%[activator]	?	1
Cc1cc2c(c(=O)n1Cc1ccccc1)C1O[C@](CCCCN3C(=O)c4ccccc4C3=O)(Cc3ccccc31)O2	·	i	0.67µM*	-9%[11.5 µM]	·	?	-2
O=C1CC(=O)CC(c2ccccc2Cl)C1	1%	2	-17%	0%	1%	83%[activator]	-3
COc1ccc(/C=C2\Oc3cc(OCC(=O)N4CCC[C@H]4CO)ccc3C2=O)c(OC)c1	2%	2	?	-4%	6%	?	-1
CC(=O)c1c(C)[nH]c(C(=O)NCc2ccco2)c1C	-1%	6	0%	9%	1%	14%	8
CCCc1nc2ccc(NC(=O)NCCC(=O)OCC)cc2c(=O)n1Cc1cccc(Cl)c1	4%	-10	·	19%	2%	?	-9
CC(=O)Cc1nsc(NC(=O)c2cccc(F)c2)n1	-3%	72*	105%[activator]	-15%	-10%	?	41*
COc1cccc(CNS(=O)(=O)c2ccc3c(c2)NC(=O)CS3)c1	-1%	-3	6%	5%	-6%	?	2
O=C(c1ccco1)N1CCN(Cc2nnc(-c3ccccc3F)o2)CC1	-6%	2	-13%	-4%	0%	-38%	3
COc1ccc(Cl)cc1NC(=O)CNCc1cccs1	3%	-7	·	-1%	-24%	2%	-2
Brc1ccccc1OCCCCCN1CCCC1	·	10	?	2%	·	?	12

As entered above:
COc1ccc(/C=C2\Oc3cc(OCC(=O)N4CCC[C@H]4CO)ccc3C2=O)c(OC)c1 – Shiga inhibitor: 2
CCCc1nc2ccc(NC(=O)NCCC(=O)OCC)cc2c(=O)n1Cc1cccc(Cl)c1 – Tb PYK inh: 4%
CC(=O)Cc1nsc(NC(=O)c2cccc(F)c2)n1 – LmPK inhibitor: -15%

(list continues)
SMILES	Tb PYK inh	Shiga inhibitor	Pf growth 48h	LmPK inhibitor	AMA1 RON2 block	Pf growth 96h	CHX counter
COc1ccc(N2CCN(c3ccc(NC(=O)NN)cc3)CC2)cc1	-1%	·	-25%	0%	-14%	12µM*	-3
COc1ccc2oc(C(=O)OCC(=O)NC(C)(C#N)C3CC3)c(C)c2c1 (centres undefined)	0%	·	-21%	·	9%	25%	·
Cc1nn(Cc2ccc([N+](=O)[O-])cc2)c(=O)n1-c1ccc(F)cc1	-4%	-5	4%	-4%	4%	22%	1
COc1cccc(-c2c(NC(=O)c3ccco3)oc3ccc(Cl)cc3c2=O)c1	2%	4	19%	5%	2%	18%	-4
CCOC(=O)C1CCN(C(=S)NC2CC3C=CC2C3)CC1 (centres undefined)	-6%	-1	46%[activator]	5%	12%	0%	7
CSc1nc2ccc(N3C(=O)C4CCCCC4C3=O)cc2s1 (centres undefined)	-4%	38*	48%[activator]	-2%	6%	36%[activator]	-3
COc1ccccc1/C=C\C=N\NC(=O)CCn1nnc2ccccc21	6%	-5	1%	3%	21%	?	1
Cn1c(CN2CCCC2)nc2cc(NC(=O)Nc3ccccc3)ccc21	-8%	44	12%	-3%	43%[activator]	·	18*
O=C(NCc1ccco1)c1cnc2ccccn2c1=O	-5%	-6	19%	1%	-1%	-9%	2
CCc1cccc2c(C=C(C#N)C#N)cn(CC(=O)N3CCCCCC3)c12	-1%	-6	?	-1%	-4%	-15%	-4

Record cards, as listed above.
Listed for `COc1ccc2oc(C(=O)OCC(=O)NC(C)(C#N)C3CC3)c(C)c2c1` (centres undefined) → Tb PYK inh = 0%; Shiga inhibitor = ·; Pf growth 48h = -21%; LmPK inhibitor = ·; AMA1 RON2 block = 9%; Pf growth 96h = 25%; CHX counter = ·
Listed for `CCOC(=O)C1CCN(C(=S)NC2CC3C=CC2C3)CC1` (centres undefined) → Tb PYK inh = -6%; Shiga inhibitor = -1; Pf growth 48h = 46%[activator]; LmPK inhibitor = 5%; AMA1 RON2 block = 12%; Pf growth 96h = 0%; CHX counter = 7
Listed for `Cc1nn(Cc2ccc([N+](=O)[O-])cc2)c(=O)n1-c1ccc(F)cc1` → Tb PYK inh = -4%; Shiga inhibitor = -5; Pf growth 48h = 4%; LmPK inhibitor = -4%; AMA1 RON2 block = 4%; Pf growth 96h = 22%; CHX counter = 1

More results follow:
SMILES	Tb PYK inh	Shiga inhibitor	Pf growth 48h	LmPK inhibitor	AMA1 RON2 block	Pf growth 96h	CHX counter
Cc1cccc2nc(Cn3c(=O)n(CCC(=O)NCc4ccco4)c(=O)c4sccc43)cc(=O)n12	5%	-3	-6%	-7%	3%	54%[activator]	-1
Cc1ccc(S(=O)(=O)/N=C(\CN2CCOCC2)N2CCOCC2)cc1	·	19	-11%	-3%	15%	-1%	-5
COc1ccc(CCNS(=O)(=O)c2ccc(-n3cnnn3)c(OC)c2)cc1OC	5%	-10	15%	-8%	4%	23%	-2
Cc1[nH]n(-c2ccc(Br)cc2)c(=O)c1/C=N/NC(=O)c1ccccc1	5%	92*	?	-5%	110%[activator]	?	28*
CC(C)N1CCc2c(sc(NC(=O)C3CCCCC3)c2C(N)=O)C1	2%	-10	?	1%	6%	?	-4
CCOc1ccc(-n2c(=S)sc3c(=O)[nH]c(SCC(=O)NCC4CCCO4)nc32)cc1 (centres undefined)	5%	-3	-3%	-4%	2%	?	-5

Only Tb PYK inh and LmPK inhibitor, for 6 of the compounds above:
| compound | Tb PYK inh | LmPK inhibitor |
| --- | --- | --- |
| Cc1[nH]n(-c2ccc(Br)cc2)c(=O)c1/C=N/NC(=O)c1ccccc1 | 5% | -5% |
| COc1ccc(CCNS(=O)(=O)c2ccc(-n3cnnn3)c(OC)c2)cc1OC | 5% | -8% |
| Cc1cccc2nc(Cn3c(=O)n(CCC(=O)NCc4ccco4)c(=O)c4sccc43)cc(=O)n12 | 5% | -7% |
| Cc1ccc(S(=O)(=O)/N=C(\CN2CCOCC2)N2CCOCC2)cc1 | · | -3% |
| CC(C)N1CCc2c(sc(NC(=O)C3CCCCC3)c2C(N)=O)C1 | 2% | 1% |
| CCOc1ccc(-n2c(=S)sc3c(=O)[nH]c(SCC(=O)NCC4CCCO4)nc32)cc1 (centres undefined) | 5% | -4% |

Compounds were not picked by outcome; about 21% have a hit in one of these screens.
